High-throughput results deposited in PubChem BioAssay by National Center for Advancing Translational Sciences (NCATS).
ASM inhibitor = human S-ASM enzyme inhibition | Potency, µM (titrated, usually from 57.5 µM), inactives show top-dose activity change, negative = inhibition, most hits filed as inhibitors | AID 504937 | 340,000 tested, 0.006% active | placental ASM, HMU-PC fluorogenic substrate, 60 min; further: potency means the concentration at half of the fitted maximal effect
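Fluorogenic HMU-PC substrate (9 uM final) is turned over by placental ASM in 60 min at 37 C after a 10 min compound preincubation. Reaction ended by alkaline stop (pH 10), with fluorescence read at 386/447 nm.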
B2AR arrestin = recruits beta-arrestin to the human beta2-adrenergic receptor; 330,000 tested, 0.02% active; Potency, µM (doses to about 46.1 µM), inactives show top-dose activation, most hits filed as activators; beta-arrestin recruitment to beta2AR, cell-based reporter; P07550; AID 492947;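 further: potency means the concentration at half of the fitted maximal effect; 0% = DMSO controls and full agonism = EC100 isoproterenol or metaproterenol; nearly all actives have a fitted effect of over 65% in size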
Target sequence (P07550 whole entry, looked up): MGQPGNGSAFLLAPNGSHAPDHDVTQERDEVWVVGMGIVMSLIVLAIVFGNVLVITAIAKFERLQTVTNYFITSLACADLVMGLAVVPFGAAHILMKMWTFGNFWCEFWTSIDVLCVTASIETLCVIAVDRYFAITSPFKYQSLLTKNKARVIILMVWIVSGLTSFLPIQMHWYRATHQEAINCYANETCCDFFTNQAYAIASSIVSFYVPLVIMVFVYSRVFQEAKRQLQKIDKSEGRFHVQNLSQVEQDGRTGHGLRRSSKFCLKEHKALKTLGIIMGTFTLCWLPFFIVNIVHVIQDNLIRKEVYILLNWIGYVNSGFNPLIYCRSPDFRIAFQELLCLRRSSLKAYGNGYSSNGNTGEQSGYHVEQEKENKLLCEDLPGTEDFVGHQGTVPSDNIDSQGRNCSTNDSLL
USP2a inh = inhibitors of human ubiquitin-specific protease USP2a; Potency, µM (highest dose often 38.3 µM), for the others: at the top dose activity change, negative = inhibition, usual class: inhibitors; USP2 core, Ub-CHOP2 coupled fluorogenic reporter, 485/531; 330,000 tested, 0.01% active; O75604;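 further: potency means the concentration at half of the fitted maximal effect; plate controls were DMSO wells for no effect and full inhibition by NEM control for full effect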
Target sequence (O75604 whole entry, looked up): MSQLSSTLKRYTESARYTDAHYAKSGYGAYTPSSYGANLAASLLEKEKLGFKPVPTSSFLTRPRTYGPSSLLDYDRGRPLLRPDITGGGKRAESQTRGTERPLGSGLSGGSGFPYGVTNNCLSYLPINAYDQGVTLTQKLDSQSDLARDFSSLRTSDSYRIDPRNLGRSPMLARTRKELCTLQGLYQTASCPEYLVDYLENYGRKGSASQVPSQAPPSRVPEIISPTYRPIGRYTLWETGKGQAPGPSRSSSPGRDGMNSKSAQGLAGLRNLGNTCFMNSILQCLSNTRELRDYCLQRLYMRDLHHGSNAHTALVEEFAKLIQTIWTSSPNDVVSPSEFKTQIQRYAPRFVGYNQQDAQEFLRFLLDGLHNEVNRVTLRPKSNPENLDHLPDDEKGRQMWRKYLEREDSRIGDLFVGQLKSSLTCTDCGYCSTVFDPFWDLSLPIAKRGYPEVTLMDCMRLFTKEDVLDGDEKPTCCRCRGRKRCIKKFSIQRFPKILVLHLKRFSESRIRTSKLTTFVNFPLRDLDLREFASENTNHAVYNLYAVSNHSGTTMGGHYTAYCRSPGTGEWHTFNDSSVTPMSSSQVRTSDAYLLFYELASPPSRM
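Cell-free coupled assay: 10nM USP2 core preincubated 30min RT with compound in Tris-HCl pH 8.0/CaCl2/CHAPS buffer, then 25nM Ub-CHOP2 and 25nM reporter substrate; fluorescence (Ex 485/Em 531) read after 60min RT, normalized to NEM inhibition, concentration-response curves fitted.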
ELG1 genotox = induces genotoxicity in HEK293T cells with luciferase-tagged ELG1; HEK293T ELG1-luciferase reporter, luminescence, 16 h; Potency, µM (series often up to 46 µM), for inactives: at the highest dose activity change, positive = activation, actives largely listed as activators; 330,000 tested, 1.3% active; AID 504466; further: potency means the concentration at half of the fitted maximal effect; % of control where 0% means no effect; nearly all actives have a fitted effect of over 60% in size
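Reporter readout depends on ELG1 protein level, which increases with genetic stress. After 16 hr compound exposure at 37 °C, luciferase activity was quantified using ONE-Glo.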
uPA generation = cell surface uPA generation inhibition. cell surface uPA generation assay, qHTS. 330,000 tested, 0.31% active. Potency, µM (doses to about 38.3 µM), for inactives: at the highest dose activity change, negative = inhibition, most hits filed as inhibitors. AID 540303; active means well fitted inhibition curve with a large enough effect; inconclusive means small, poorly fitted or top-dose-only effect; inactive means no such curve, though single readings can be large or run the other way; tested in mouse RAW 264.7 cells; further: potency means the concentration at half of the fitted maximal effect; on the % scale 0 is the no-effect control and ±100 the full control effect; nearly all actives have a fitted effect of over 55% in size
TSG101-PTAP inh = blocks PTAP/TSG101 interaction to inhibit HIV-1 budding; Fluorescence polarization, FITC-PTAP peptide / Tsg101 binding; 340,000 tested, under 10 active; Potency, µM (titrated, usually from 115 µM), for inactives: top-dose activity change, negative = inhibition, actives largely listed as inhibitors; active means well fitted inhibition curve with a large enough effect in the main read-out, with a control signal flat, not every such curve was filed as active; inconclusive means small, poorly fitted or top-dose-only effect, or effect the other way, or a change in a side signal; inactive means no such curve, though single readings can be large or run the other way; further: potency means the concentration at half of the fitted maximal effect; % of control where 0% means no effect
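Compounds were pin-transferred onto Tsg101 binding domain (10 uM final) in HEPES pH 7.5 buffer, then FITC-PTAP peptide was added at 50 nM final. After 20 min at RT, polarization reported peptide displacement across a qHTS concentration series.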
p53 reactivation = re-activators of mutant p53. H1299 p53-A138V BP100-luciferase reporter, luminescence, 24 h. Potency, µM (top dose mostly 92.2 µM), inactives show at the highest dose activity change, positive = activation, most hits filed as activators. 320,000 tested, 0.063% active. AID 504706; further: potency means the concentration at half of the fitted maximal effect; % of control where 0% means no effect; nearly all actives have a fitted effect of over 45% in size
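p53-null H1299 cells stably carrying temperature-sensitive p53-A138V and a BP100-luciferase reporter were pinned with compounds (4-point, 1:5 series) and held 24 hrs at 37 deg C. Luminescence was read 10 min after detection reagent.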
TRPV1 ag = activates the human vanilloid receptor TRPV1; Q8NER1; TRPV1-expressing cells, Fluo-8 calcium influx, agonist mode; activation, % at 8.33 µM; 320,000 tested, 0.19% active; in the data active means activation above about 80%; inconclusive means between about 30% and that limit; further: 0% is about no effect
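Fluo-8 calcium influx in TRPV1-expressing cells, kinetic read (ex 480/em 520 nm). Compound added and read 3 min for agonist activity, followed by capsaicin at EC20 final and 2 min further read for enhancement.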
BRCA1 expr up = increases BRCA1 expression. Potency, µM (highest dose often 46.1 µM), without a hit: top-dose activation, actives largely listed as activators. 380,000 tested, 1.1% active. AID 624202. MCF7-BRCA1-FFLuc reporter, luminescence, 48 h; response scale: scaled: vehicle 0%, 10 µM genistein 100%; further: potency means the concentration at half of the fitted maximal effect; nearly all actives have a fitted effect of over 80% in size; some results filed as inactive show a strong effect at the top dose
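MCF7-BRCA1-FFLuc cells, 2000/well in phenol-red-free MEM, attached 2 h then treated 48 h at 37 C. Luciferase luminescence read 15 min after reagent; normalized to genistein maximum activation (10microM) and DMSO, concentration-response fitted.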
Integrin act MD = activators of alpha7 integrin expression for muscular dystrophy; alpha7betagal myoblasts, beta-gal FDG fluorescence, 48 h; Potency, µM (highest dose often 38.3 µM), without a hit: top-dose activation, actives largely listed as activators; 350,000 tested, 0.064% active;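 further: potency means the concentration at half of the fitted maximal effect; 100% = response of the positive control SU9516; nearly all actives have a fitted effect of over 60% in size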
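alpha7betagal+/- myoblasts (passage 13, 250/well) treated 48 h at 37C with compounds at 1:260 dilution of DMSO stock. Lysed, then beta-galactosidase activity read as FDG fluorescence (ex 480/em 540) after 30 min, with pre-read for autofluorescence.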
Eya2 phos inh = inhibitors of human Eya2 phosphatase activity | Potency, µM (top dose mostly 76.9 µM), inactives show at the top dose activity, negative = inhibition, actives largely listed as inhibitors | 330,000 tested, 0.006% active | O00167 | AID 488837 | recombinant Eya2, OMFP fluorescence dephosphorylation (OMFP is methylfluorescein phosphate); further: potency means the concentration at half of the fitted maximal effect; on the % scale 0 is the no-effect control and ±100 the full control effect
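Eya2 (0.2 uM) preincubated 10 min at ambient with compound, then OMFP substrate added at 50 uM; 10 min reaction in 50 mM HEPES pH 7.5, 50 mM NaCl, 5 uM MgCl2, 0.05% BSA, 1 mM DTT. Fluorescence read at Ex 485/Em 525 nm.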
Active calls of the source: *; ? = inconclusive; · = not tested or not shown; & = joins results of further samples; [ ] = dose if it differs, or a comment. Unless noted, the call rests on the fitted dose curve; in most records, active means well fitted curve in the direction sought with a large enough effect; inconclusive means small, poorly fitted or top-dose-only effect, or another doubt; inactive means no such curve, though single readings can be large; an effect the other way counts as inactive or inconclusive.

canonical_smiles	ASM inhibitor	TRPV1 ag	BRCA1 expr up	Integrin act MD	B2AR arrestin	ELG1 genotox	Eya2 phos inh	USP2a inh	uPA generation	p53 reactivation	TSG101-PTAP inh
Cc1cccc(-c2nc3c(c(SCC(N)=O)n2)CCCC3)c1	-2%	7	-6%	-3%	-0.4%	-3%	0%	1%	-5%	3%	-4%
Cc1cc2c(Nc3ccccc3)ncnc2s1	0%	?	56%	41%	-0.2%	8%	-7%	0%	0%	-10%	-2%
Cc1ccc(NC(=O)C2CCCN(C(=O)c3ccc(Cl)cc3)C2)c(C)c1 (configuration not stated)	3%	-4	-1%	6%	-0.8%	-11%	14%	3%	-2%	2%	-2%
CCC1CCCCN1S(=O)(=O)c1ccc(NC(=O)CSc2ncccc2C(=O)O)cc1 (configuration not stated)	8%	-2	-1%	22%	-0.2%	1%	15%	4%	3%	-1%	-7%
CC(=O)c1c(C)c[nH]c1C	1%	2	0%	20%	-0.4%	0%	4%	-6%	6%	3%	0%
Cc1cccc(C)c1NC(=O)c1cnccn1	-4%	0	22%	0%	-1.1%	0%	-3%	4%	1%	·	-7%
COc1cc2c(cc1[N+](=O)[O-])-c1ccccc1C2	-12%	·	37%	?	·	·	·	·	-8%	·	-1%
Cc1cc(C(=O)Cn2cc([N+](=O)[O-])ccc2=O)c(C)n1CC1CCCO1 (configuration not stated)	4%	-1	13%	-5%	-0.1%	3%	-31%	2%	-1%	18%	-2%
O=C(C(Cc1ccccc1)N1C(=O)C2C3C=CC(C3)C2C1=O)N1CCCCC1 (configuration not stated)	2%	·	-15%	-21%	-0.2%	0%	2%	5%	2%	-9%	-6%
COc1ccc2[nH]c(=O)c(CN(Cc3nnnn3Cc3ccccc3)CC3CCCO3)cc2c1 (configuration not stated)	29%	2	-5%	7%	0.4%	-9%	-4%	1%	-5%	-6%	-7%
CC(=O)CC1(O)C(=O)Nc2ccccc21 (configuration not stated)	-1%	-1	5%	-10%	0.0%	1%	-1%	0%	-11%	-3%	1%
CS(=O)(=O)N(CC(=O)N1CCOCC1)c1cc(Cl)ccc1Cl	6%	-5	1%	10%	-0.3%	1%	-5%	0%	-24%	-9%	-2%
O=C(COc1ccc(Br)cc1)Nc1ccc2c(c1)C(=O)NC2=O	4%	?	-1%	6%	0.1%	0%	-13%	-3%	0%	5%	1%
COc1ccc(C(=O)NC(Oc2ccccc2)C(Cl)(Cl)Cl)cc1 (configuration not stated)	-7%	-2	4%	2%	0.4%	-1%	-2%	-3%	-1%	-7%	-3%
CCOc1ccc(C(C(=O)NC2CCCC2)N(C(=O)c2snc(C(N)=O)c2N)C2CCCC2)cc1 (configuration not stated)	112%[activator]	3	-30%	0%	-0.2%	-3%	-4%	1%	·	-4%	-1%
CCn1c(SCc2ccc(F)cc2)nnc1C1CCN(S(=O)(=O)c2ccc(OC)cc2)CC1	-1%	1	-49%	3%	0.1%	-6%	14%	-1%	-11%	0%	-8%
CCN1C(=NCc2cc(OC)c(OC)c(OC)c2)N[C@@H](c2cccc(C(F)(F)F)c2)C(C(=O)OC)=C1C	12%	10	-14%	-11%	0.1%&-0.8%	-1%	-3%&10%	1%&1%	3%	-8%	-4%
COC(=O)c1c(C(=O)OC)c2oc3ccccc3n2c1Cl	-3%	-1	-14%	4%	-0.7%	1%	8%	2%	-1%	-3%	-5%
Cc1ccccc1NC(=S)N(CCCN1CCOCC1)Cc1cccs1	·	29	1%	5%	-0.7%	1%	1%	4%	5%	-10%	1%
O=C(Nc1cccc(N2C(=O)C3C4C=CC(C4)C3C2=O)c1)c1cccs1 (configuration not stated)	3%	8	-21%	-18%	0.1%	-11%	3%	3%	-11%	-3%	0%
CC(C)(C)OC(=O)N[C@H](C(=O)OC(C)(C)C)c1ccc(Br)cc1	-1%	?	-17%	8%	0.0%	-2%	-15%	1%	-3%	15%	-6%
CC(C)CN(Cc1cc2ccccc2[nH]c1=O)C(=O)c1cccnc1	-1%	1	0%	-16%	-0.2%	-3%	-5%	1%	·	-4%	-5%
N#CCCn1c(SCC(=O)N2CCN(S(=O)(=O)c3ccccc3)CC2)nc2ccccc21	-3%	-1	-19%	-26%	0.1%	-1%	5%	0%	-2%	-1%	-8%
COc1ccc(-c2nc3nc(C)cc(C)n3n2)cc1	0%	-7	4%	2%	-0.2%	?	1%	1%	-1%	?	1%
CCC(=O)NC(=S)Nc1cccc(NC(=O)c2ccco2)c1	0%	-4	-28%	6%	0.0%	-5%	7%	5%	1%	-5%	1%
COc1ccc(NC(=O)CN(C)C(=O)CCc2ccccc2)cc1	-1%[11.5 µM]	-1	-10%	30%	-0.4%	-2%	1%	2%	5%	0%	5%
c1ccc2c(c1)nc(-c1ccncc1)n2CCNc1nc(CN2CCCCC2)cs1	4%	0	5%	22%	-1.0%	2%	8%	0%	4%	·	-6%
Cc1ccc(NC(=O)/C(C#N)=C/c2cc(C)n(-c3ccc(N4CCOCC4)c([N+](=O)[O-])c3)c2C)c(C)c1	-11%	-1	-27%	14%	0.1%	-1%	-9%	5%	3%	-4%	-3%
COc1cccc(CCc2nnc(CCC(=O)N3CCCC3c3nccs3)o2)c1 (configuration not stated)	-1%	0	-2%	-26%	-0.6%	-2%	0%	-2%	?	-5%	0%
CC1=C(C(=O)OCc2ccccc2)C(c2ccccc2OS(=O)(=O)c2ccccc2[N+](=O)[O-])NC(=O)N1CCCC(=O)O (configuration not stated)	-4%	·	-8%	-11%	·	·	·	·	-12%	·	-3%
CCn1cc(C(=O)NCC2CCCO2)c(=O)c2cc(S(=O)(=O)N3CCCCCC3)ccc21 (configuration not stated)	-1%	15	-11%	-10%[7.66 µM]	-0.2%	1%	-15%	1%	-9%	-16%	-5%
CC(=O)Nc1ccc(NC(=O)C(C)OC(=O)CSCc2cccc(Cl)c2)cc1 (configuration not stated)	-5%	12	-18%	13%	-0.1%	4%	-28%	-25%	-1%	0%	-2%
COc1ccc(-c2cc(-c3cc(F)ccc3O)[nH]n2)cc1OC	-11%	11	10µM*	-7%	-0.1%	?	-5%	-1%	·	8%	-6%
CSc1ccccc1C(=O)N1CCN(c2cccc(Cl)c2)CC1	2%	4	-93%	-5%	0.0%	-11%	3%	0%	-26%	-5%	3%
O=C(O)CSc1nnc(NC(=O)CN2CCOCC2)s1	3%	-6	16%	9%	-0.6%	-3%	0%	6%	-9%	10%	-4%
Cc1nnc(NC(=O)c2ccc3ccccc3c2)o1	-1%	-2	-7%	-21%	?	2%	2%	0%	-6%	?	0%
CC(C)(C)OC(=O)NC1CONC1=O (configuration not stated)	4%	1	21%	-8%	-0.2%	-1%	1%	4%	2%	1%	0%
O=C1Nc2cc(C(=O)N3CCN(Cc4ccccc4)CC3)ccc2SC1N1CCOCC1 (configuration not stated)	3%	-2	-28%	15%	0.1%	-1%	11%	2%	-1%	1%	-1%
CS(=O)(=O)N1CCN(Cc2cc(=O)n3ccsc3n2)CC1	5%	1	10%	5%	0.2%	4%	-5%	1%	1%	-51%[inhibitor]	-2%
CC(=O)c1ccc(NS(=O)(=O)c2ccc(C)cc2)cc1	1%	-1	0%	11%	0.1%	5%	-1%	1%	-1%	-2%	0%
Cc1ccccc1NC(=O)CSCc1cc(=O)n2ccsc2n1	6%	3	5%	-7%	0.2%	-3%	-4%	0%	2%	11%	-2%
